# HRas wt GTP bind: modulators of GTP binding to human HRas wildtype; P01112; GTP binding activity, % at 10 µM; GST-Ras wt beads, Bodipy-FL-GTP binding, flow cytometry; actives lie on both sides; AID 759; 190,000 tested, 0.14% active;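 active means GTP binding activity at least 20% away from the 100% baseline, either lowered as inhibitor or raised as activator; inconclusive means flagged as likely green fluorescent, judged across all proteins in the well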;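 further: 0% = unlabeled GTP competition control and 100% = no-compound control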
# Target sequence (P01112 whole entry, looked up): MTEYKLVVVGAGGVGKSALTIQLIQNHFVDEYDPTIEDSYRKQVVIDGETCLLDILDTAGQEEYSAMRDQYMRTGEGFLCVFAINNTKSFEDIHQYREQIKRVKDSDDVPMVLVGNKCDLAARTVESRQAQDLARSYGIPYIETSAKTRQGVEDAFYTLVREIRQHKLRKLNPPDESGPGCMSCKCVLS
# Rac1 act GTP bind: human Rac1 activated mutant GTP binding change | percent activity (GTP binding), % at 10 µM | 190,000 tested, 0.11% active | GST-Rac1 activated beads, fluorescent GTP binding, flow cytometry; actives lie on both sides; 100% means binding = to untreated wells | P63000;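 active means GTP binding at least 20 percentage points away from the 100% baseline, in either direction, so actives lie on both sides; inconclusive means Compound likely fluorescent itself, or too few beads counted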
# Rac1 wt modul: human Rac1 wildtype GTP binding, inhibitors and activators. P63000. GST-Rac1 beads, fluorescent GTP binding, flow cytometry; actives lie on both sides; 0 = cold GTP competed, 100 = untreated. GTP binding activity (% of control), % at 10 µM. 190,000 tested, 0.27% active;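 active means GTP binding activity at least 20 points away from the 100% control level, either lower or higher; inconclusive means compound flagged as likely green fluorescent, judged across all proteins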
# Rab7 wt modul: alters GTP binding to wildtype dog Rab7. GST-Rab7 beads, fluorescent GTP binding, flow cytometry; actives lie on both sides; untreated = 100%, excess cold GTP = 0%. 190,000 tested, 0.055% active. GTP binding activity (percent of control), % at 10 µM;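 active means fluorescent GTP binding to Rab7 beads changed by at least 20 points from the 100% baseline, either direction, mostly lower; inconclusive means compound itself probably fluorescent, or too few beads counted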;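 further: median green fluorescence of bound Bodipy-FL-GTP per Rab7 bead population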
# Rab2A wt mod: changes GTP binding to wildtype dog Rab2A, up or down; GTP binding activity, % at 10 µM; 190,000 tested, 0.19% active; GST-Rab2 wt beads, Bodipy-GTP binding, flow cytometry; P61105; AID 760;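 active means GTP binding activity at least 20 points away from 100%, either lowered or raised; inconclusive means signal likely due to the compound's own green fluorescence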;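 further: 0% = beads with excess unlabeled GTP and 100% = no-compound control corrected for plate trend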
# Pf gametocyte: P. falciparum stage V gametocyte viability inhibition | P. falciparum stage V gametocytes, ATP luminescence, 24 h | inhibition, % at 10.9 µM | 150,000 tested, 0.065% active;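 active means inhibition above the mean plus 3 SD of compounds within the control limits, set per campaign, cut at about 38% in these data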;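 further: 0% = DMSO wells and 100% = medium only without gametocytes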
# Mcl1 Bid PPI: Mcl-1/Bid interaction inhibition. TR-FRET Mcl-1/Bid-Dy647 peptide binding, 1536-well. 220,000 tested, 0.97% active. AID 1021. inhibition, % at 21.7 µM. Q07820;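 active means compounds that cut the binding signal by more than half at the single screening dose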;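 further: His-tagged Mcl-1 with europium anti-His antibody binding Bid BH3 peptide; 0% = Mcl-1 plus peptide wells and 100% = peptide-only wells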
# Target sequence (Q07820 whole entry, looked up): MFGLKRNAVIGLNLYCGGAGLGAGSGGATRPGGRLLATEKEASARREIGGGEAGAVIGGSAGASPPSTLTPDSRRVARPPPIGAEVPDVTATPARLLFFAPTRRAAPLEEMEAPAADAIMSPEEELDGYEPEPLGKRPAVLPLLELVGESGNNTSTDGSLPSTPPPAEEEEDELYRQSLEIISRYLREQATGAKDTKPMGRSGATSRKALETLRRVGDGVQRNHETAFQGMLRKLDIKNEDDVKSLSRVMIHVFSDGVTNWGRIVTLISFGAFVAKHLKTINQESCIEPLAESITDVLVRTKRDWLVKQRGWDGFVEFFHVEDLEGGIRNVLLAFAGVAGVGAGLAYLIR
# GSH fluor: GSH bead compound fluorescence profile; AID 1776; fluorescence (KMESF) at 10 µM; 190,000 tested, 0.25% active; GSH beads flow cytometry, compound fluorescence 488/530 nm; active compounds read high; in the data active means fluorescence above about 89;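 further: glutathione beads carrying GST-tagged Bcl family fusion proteins plus one bare bead set; values are compound well signal with DMSO vehicle wells as background; inactives centre near 16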
# Avidin fluor: avidin bead compound fluorescence profile. Avidin beads, compound fluorescence 488/530 nm, flow cytometry; active compounds read high. fluorescence (KMESF) at 10 µM. 220,000 tested, 0.38% active; in the data active means fluorescence above about 47; further: inactives centre near 10
# Cdc42 wt: modulators (inhibitors or activators) of GTP binding to human Cdc42 wildtype | P60953 | GST-Cdc42 beads, Bodipy-GTP binding, flow cytometry; actives lie on both sides | percent activity (GTP binding), % at 10 µM | 190,000 tested, 0.2% active | AID 761;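 active means percent activity GTP binding at least 20 points away from the 100% baseline, either down as inhibitor or up as activator; inconclusive means compound flagged as likely green fluorescent from well-wide comparison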;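 further: median bead fluorescence of bound Bodipy-FL-GTP at 100 nM; 0% = excess unlabeled GTP control and 100% = no compound control; below 100% means less GTP binding so inhibitor and above means activator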
# Target sequence (P60953 whole entry, looked up): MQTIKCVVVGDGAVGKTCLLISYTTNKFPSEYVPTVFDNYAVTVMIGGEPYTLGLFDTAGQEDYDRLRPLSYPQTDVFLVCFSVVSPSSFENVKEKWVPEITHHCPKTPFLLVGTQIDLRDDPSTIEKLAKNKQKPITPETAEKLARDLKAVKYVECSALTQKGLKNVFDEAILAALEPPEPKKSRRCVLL
# Mcl1-Noxa inh: Mcl-1/Noxa interaction inhibition; Q07820; TR-FRET Mcl-1/Noxa peptide binding, 2 h; inhibition, % at 21.7 µM; 220,000 tested, 1.5% active;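 active means compounds that cut the protein-peptide binding signal by more than 50% relative to plate controls in a single-dose test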;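 further: His-tagged Mcl-1 with rhodamine Noxa BH3 peptide and terbium anti-His antibody; 0% = Mcl-1 plus Noxa peptide wells and 100% = peptide-only wells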
# Active calls of the source: *; u = inconclusive; x = no result given.
# Start of the data: the first 12 entries, ahead of the listing:
SMILES,HRas wt GTP bind,Rac1 act GTP bind,Rac1 wt modul,Rab7 wt modul,Rab2A wt mod,Pf gametocyte,Mcl1 Bid PPI,GSH fluor,Avidin fluor,Cdc42 wt,Mcl1-Noxa inh
COC(=O)CNC(=O)C1CCCN1C(=O)CNC(=O)OC(C)(C)C (stereo not given),102,96,105,98,96,-22,-23,13,10,97,15
CCN1CCN(CCNC(=O)c2ccc(/C=C3/Sc4ccccc4N(Cc4cccc(C)c4)C3=O)cc2)CC1,95,93,92,97,95,14,-9,10,9,94,33
COCCOC(=O)C1=C(C)Nc2cc(=O)[nH]c(=O)n2C1c1cccc([N+](=O)[O-])c1 (stereo not given),98,97,97,97,99,x,-60,10,3,98,-4
CCCNc1nc2c(c(=O)n(C)c(=O)n2C)n1Cc1ccc(F)cc1,100,98,103,98,99,x,-22,15,28,105,-11
FC(F)(F)c1cccc(-c2ccn3ncnc3n2)c1,98,96,103,97,97,x,-18,27,11,100,2
Cc1noc2ncnc(Oc3ccc4ccccc4c3)c12,99,97,96,94,96,-2,-8,8,13,98,9
CCO[C@H]1OC(C(=O)N2CCN(Cc3ccc4c(c3)OCO4)CC2)=C[C@@H](C(C)(C)C)[C@@H]1CCCO,98,96,101,104,99,-21,9,18,6,97,5
O=C(/C=C/c1ccccc1)N1CCN(S(=O)(=O)c2ccc(F)cc2)CC1,98,96,100,100,95,18,0,17,9,99,6
S=c1nccc(-c2cc(Cl)sc2Cl)[nH]1,99,96,101,102,101,-4,-15,36,14,101,-12
O=C(CSc1cccc[n+]1[O-])c1cccs1,97,95,95,97,96,17,-23,25,8,96,11
CCC(Cc1ccccc1)NC(=O)CN(C)S(=O)(=O)c1ccc2c(c1)c(=O)n(C)c(=O)n2C (stereo not given),96,95,94,95,93,x,-1,19,10,92,20
O=[N+]([O-])c1ccc(N2CCCC2)cc1N1CCCC1,94,97,94,100,101,7,-27,10,20,92,17

# The list itself, from the first entry:
SMILES,HRas wt GTP bind,Rac1 act GTP bind,Rac1 wt modul,Rab7 wt modul,Rab2A wt mod,Pf gametocyte,Mcl1 Bid PPI,GSH fluor,Avidin fluor,Cdc42 wt,Mcl1-Noxa inh
COC(=O)CNC(=O)C1CCCN1C(=O)CNC(=O)OC(C)(C)C (stereo not given),102,96,105,98,96,-22,-23,13,10,97,15
CCN1CCN(CCNC(=O)c2ccc(/C=C3/Sc4ccccc4N(Cc4cccc(C)c4)C3=O)cc2)CC1,95,93,92,97,95,14,-9,10,9,94,33
COCCOC(=O)C1=C(C)Nc2cc(=O)[nH]c(=O)n2C1c1cccc([N+](=O)[O-])c1 (stereo not given),98,97,97,97,99,x,-60,10,3,98,-4
CCCNc1nc2c(c(=O)n(C)c(=O)n2C)n1Cc1ccc(F)cc1,100,98,103,98,99,x,-22,15,28,105,-11
FC(F)(F)c1cccc(-c2ccn3ncnc3n2)c1,98,96,103,97,97,x,-18,27,11,100,2
Cc1noc2ncnc(Oc3ccc4ccccc4c3)c12,99,97,96,94,96,-2,-8,8,13,98,9
CCO[C@H]1OC(C(=O)N2CCN(Cc3ccc4c(c3)OCO4)CC2)=C[C@@H](C(C)(C)C)[C@@H]1CCCO,98,96,101,104,99,-21,9,18,6,97,5
O=C(/C=C/c1ccccc1)N1CCN(S(=O)(=O)c2ccc(F)cc2)CC1,98,96,100,100,95,18,0,17,9,99,6
S=c1nccc(-c2cc(Cl)sc2Cl)[nH]1,99,96,101,102,101,-4,-15,36,14,101,-12
O=C(CSc1cccc[n+]1[O-])c1cccs1,97,95,95,97,96,17,-23,25,8,96,11
CCC(Cc1ccccc1)NC(=O)CN(C)S(=O)(=O)c1ccc2c(c1)c(=O)n(C)c(=O)n2C (stereo not given),96,95,94,95,93,x,-1,19,10,92,20
O=[N+]([O-])c1ccc(N2CCCC2)cc1N1CCCC1,94,97,94,100,101,7,-27,10,20,92,17
CCCCOc1ccccc1NC(=O)c1ccc(=O)[nH]c1,101,98,99,103,101,6,-6,50,10,103,-2
Cc1cc(C)nc(N2CCC(C(=O)Nc3ccc(Oc4ccccc4)cc3)CC2)n1,96,94,96,98,96,0,-13,40,9,95,13
CC(C)C/C=C1\CCc2c([nH]c3ccccc23)C1=O,98,95,100,96,96,x,-24,11,9,98,1
Cc1c(C(=O)NCc2ccc3c(c2)OCO3)oc2ccc(S(=O)(=O)N3CCCC3)cc12,97,91,97,93,92,x,-30,29,13,95,-1
Cc1nc2c(c(C)nn2-c2ccccc2)c(C)c1Cl,102,99,104,99,104,x,-8,20,10,103,10
COC(=O)c1ccc(OCC(O)CN(CCO)CCO)cc1 (stereo not given),103,103,105,100,100,-7,-24,10,14,106,14
COc1ccc(Cc2nnc(SCc3ccc([N+](=O)[O-])cc3)o2)cc1,91,89,92,91,89,-9,5,11,9,90,7
CN(C)CCCNC(=O)c1cc2c3ccccc3n(C)c2s1,101,99,102,101,100,2,-19,13,9,103,28
O=C(NCc1cccs1)c1cccnc1Cl,104,100,106,103,102,x,-15,16,16,101,14
Cc1ccc(S(=O)(=O)NCCCNc2ccc([N+](=O)[O-])cc2)cc1,99,97,102,102,96,-4,-15,11,11,98,13
CCc1nnc(NC(=O)c2cc(S(=O)(=O)N3CCN(c4ccccc4)CC3)ccc2Cl)s1,100,101,97,97,102,-3,-34,61,14,102,-9
O=C(O)C1C2C=CC3(CN(C4CCCC4)C(=O)C13)O2 (stereo not given),97,97,100,92,97,x,-8,25,3,100,11
C/C(CC(=O)NC(C)(C)C)=N\NC(=O)c1ccccc1N,97,97,106,100,100,19,0,16,12,99,5
Cc1cc(N)n2nc(C(F)(F)F)nc2n1,96,96,96,95,98,13,-24,14,11,96,0
COC(=O)C1CSC(C(=O)OC)N1C(=O)Nc1c(C)cccc1C (stereo not given),103,99,108,103,99,x,-23,13,15,105,-1
COc1cc2c3nnc(-c4ccccc4)c-3cn(Cc3ccc(F)cc3)c2cc1OC,99,98,99,100,97,x,-12,9,7,99,29
O=C(COC(=O)CNC(=O)c1ccco1)Nc1ccc(Cl)cn1,102,100,108,100,103,x,-26,7,11,104,-13
O=C1CCCc2ccccc2N1Cc1ccccc1,u,u,u,u,u,3,-58,14,7,u,2
CC(C)N(C(=O)C(=O)c1cccn1-c1ccccc1C#N)C(C)C,104,101,107,102,103,x,-21,37,4,105,8
CC1(C)CC(=O)C=C(NNC(=O)C2CCCCC2)C1,106,99,108,99,101,x,-11,17,5,104,2
NC(=O)CSc1nnc2ccc(-c3ccco3)nn12,98,94,98,96,97,16,1,13,10,97,23
N#C/C(=C\c1cccs1)C(=O)NCc1ccccc1,99,101,104,100,98,-4,-6,19,13,102,-2
CCN=C1SC(CC(=O)Nc2ccccc2)C(=O)N1CC (stereo not given),95,94,97,99,97,x,-11,24,8,96,2
CS(=O)(=O)c1cccc(NC(=O)C2CC2)c1,98,93,97,103,95,8,-7,19,9,97,-2
O=C(Nc1nnc(Cc2ccccc2)s1)c1cnccn1,98,99,100,96,97,-12,-20,13,12,100,9
O=C(O)CCSc1nnc(-c2ccc3c(c2)OCO3)o1,97,97,96,95,97,x,14,15,11,99,2
CC(=O)OC(C(=O)N1CCN(c2ccccc2F)CC1)c1ccccc1 (stereo not given),102,98,109,102,99,x,-17,24,23,100,0
O=C1c2ccccc2C(=O)N1CCCCN(C(=O)c1cc([N+](=O)[O-])ccc1Cl)c1ccc(Cl)cc1,101,100,103,97,97,16,6,5,1,103,29
OCCC1CN(C2CSCCSC2)CCN1Cc1ccccc1 (stereo not given),100,98,102,103,102,x,-13,12,4,99,17
Oc1ccc2oc3c(c2c1)CCCC3,100,102,101,99,97,x,-26,11,11,100,5
O=C(c1ccc(Cl)cc1)C1C2C(=O)N(c3ccccc3)C(=O)C2C2CCCN21 (stereo not given),96,96,95,95,95,x,-81,12,24,98,7
O=c1nc(-c2ccccc2)cn[nH]1,101,98,99,98,101,x,3,20,7,103,-6
Cc1ccccc1Oc1ccc(-c2nc(N)nc(N)n2)cc1,105,99,104,104,105,21,7,20,29,103,3
COc1ccc(NC(=O)C(CCS(C)(=O)=O)NC(C)=O)cc1 (stereo not given),105,99,104,95,102,x,-6,29,16,105,0
COCc1cc(C)nc(N/N=C/c2ccc(Cl)c(Cl)c2)c1C#N,98,97,100,96,97,6,15,7,11,103,14
CC1CCN(C(=O)Oc2ccccc2)CC1,100,93,102,110,102,19,10,18,11,97,16
CC(C)CCN1CCN(Cc2cn[nH]c2C2CCCCC2)CC1CCO (stereo not given),98,98,101,103,97,x,-44,12,9,97,4
O=C(OCC(=O)N1CCN(C(=O)c2ccco2)CC1)c1sc2ccccc2c1Cl,97,96,100,97,95,x,-13,5,7,98,7
CC1CCCN(C(=O)c2cc3c(-c4ccc(Cl)cc4)nn(C)c3s2)C1 (stereo not given),101,100,107,99,101,x,-3,14,22,99,16
Fc1ccc(C2CC(c3ccco3)=NN2c2ccccc2)cc1 (stereo not given),101,100,103,101,101,-7,-55,10,10,103,-4
OC(C#Cc1ccccn1)c1cccs1 (stereo not given),99,98,106,103,102,x,-13,19,24,102,8
O=S(=O)(c1ccc(OCC(O)CNC23CC4CC(CC(C4)C2)C3)c(Cl)c1)N1CCOCC1 (stereo not given),97,96,97,108,100,10,-1,15,10,98,18
CNC(=O)COc1ncnc2sc(C)c(C)c12,103,99,108,100,101,-3,1,34,10,103,7
O=C(Nc1ccccc1C(=O)NCCc1ccccc1)c1ccco1,104,101,101,102,104,9,-4,19,8,105,-6
CNC(=O)COC(=O)/C=C/c1ccco1,95,96,96,97,97,-12,-29,28,11,95,11
Cc1cc(NC(=O)CSc2cn(CCNC(=O)c3ccc(F)cc3)c3ccccc23)no1,100,95,100,98,99,x,-84,11,23,103,8
CC(C)C(NC(=O)c1ccc(F)cc1)C(=O)OCC(=O)N1CC(=O)Nc2ccccc21 (stereo not given),103,100,104,101,102,x,-45,6,12,106,4

# Screens (PubChem)

# Outcome played no part in choosing rows; 3% or so of the library scored in one or more.
